ERK EGF inh = inhibitors of EGF-stimulated ERK signaling pathway; HEK293-V1b, EGF-stimulated phospho-ERK AlphaScreen; Potency, µM (top dose mostly 11.5 µM), inactives show at the top dose activity change, negative = inhibition, most hits filed as inhibitors; 130,000 tested, 0.41% active; AID 1454; active means well fitted inhibition curve with a large enough effect; inconclusive means small, poorly fitted or top-dose-only effect, or effect the other way;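 further: plate controls were stimulated vehicle wells for no effect and unstimulated vehicle basal for full effect; nearly all actives have a fitted effect of over 55% in size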
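V1b-HEK293, 1% FBS o/n; cpd 30 min 37C; EGF 25 nM final, 5 min; lyse 10 min; AlphaScreen beads 5 h RT. Normalized DMSO basal vs EGF max; Hill AC50.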
Numbers without * were called inactive; ? = inconclusive; & = joins results of further samples; [ ] = another dose, or the depositor's remark. Potency means the concentration at half of the fitted maximal effect. The list is partial. The share of hits here may be higher or lower than overall.

SMILES,ERK EGF inh
Cn1nc(C(=O)Nc2ccc(S(=O)(=O)NCc3ccco3)cc2)c2ccccc2c1=O,2%[57.5 µM]
CC(=O)OC1CCC2C3CCc4cc(O)ccc4C3CCC12C (stereo not drawn),?
CCOc1ccc(CN(C)CC(=O)Nc2cccc(S(=O)(=O)N(C)c3ccccc3)c2)cc1,-4%
C/C(=N/NC(=O)c1sc(NS(=O)(=O)c2ccc(C)cc2)nc1C)c1sc(N)nc1C,9%
O=C(c1ccccc1)c1ccc2c(c1)OCCOCCOCCO2,0%[57.5 µM]
CCOc1ccccc1/C=N/NC(=O)c1cccc(S(=O)(=O)N2CCOCC2)c1,-1%
CCOC(=O)c1cc(-c2csc(Nc3ccccc3Cl)n2)on1,-4%[57.5 µM]
O=C(NNC(=O)c1ccncc1)Nc1cccc([N+](=O)[O-])c1,-7%
CCCCCCCc1n[nH]c(=S)n1Cc1ccccc1,2%[57.5 µM]
COc1cc2nc(C3CCC3)n(NC(=O)c3ccco3)c(=O)c2cc1OC,11%
CC(=O)c1ccc(NC(=O)CSc2ccsc2[N+](=O)[O-])cc1,-2%
CCc1ccc(CNCc2ccc(F)cc2)cc1,-2%
COc1cccc(NC(=O)N2CCN(S(C)(=O)=O)CC2)c1,-6%
CCn1c(SCC(=O)O)nnc1-c1ccc2[nH]c(C)c(C)c2c1,16%
Cn1cc(CN2CCCC(CNC(=O)c3ccc4c(c3)OCO4)C2)c2ccccc21 (stereo not drawn),10%
COc1ccc(C2CC(=O)c3sc(NC(C)=O)nc3C2)cc1 (stereo not drawn),4%
COc1ccc2c(c1)c(=O)cc(-c1ccccc1)n2C,-3%
Cc1nn(C)c(C(=O)N2CCN(C(=O)c3ccco3)CC2)c1[N+](=O)[O-],9%
COc1ccc(-c2cc3nc4c(c(N5CCC6(CC5)OCCO6)n3n2)CCC4)cc1,-5%
Cc1ccc(C(=O)NN2C(=O)C3C4C=CC([C@@H]3C2=O)C42CC2)cc1 (stereo partly drawn),7%[57.5 µM]
Cc1nn(CC(=O)NC(C)C)c(C)c1[N+](=O)[O-],7%
O=C(c1ccc(Cl)cc1)[C@@H]1[C@@H]2C(=O)N(c3cccc4ccccc34)C(=O)[C@@H]2C2c3ccccc3C=NN21 (stereo partly drawn),1%
CC(=O)c1ccc(O)c(CC=C(C)C)c1,-6%[57.5 µM]
O=C(CN(c1ccccn1)S(=O)(=O)c1ccc(F)cc1)Nc1ccc(F)cc1F,-8%
COc1ccc(OC)c(C2=C/C(=C/c3ccccn3)C(=O)O2)c1,18%
O=C(C1CCCN(S(=O)(=O)c2ccccc2)C1)N1CCCc2ccccc21 (stereo not drawn),5%
CCOC(=O)CNC(=O)CSc1ncnc2c1nnn2-c1ccc(F)cc1,-1%
COc1ccccc1NC(=O)CCSc1ccc(C)cc1,5%
CCOC(=O)c1c(NC(=S)N2CCCCC2)sc2c1CCN(C(=O)OCC)C2,10%[57.5 µM]
COC(=O)c1ccc(C(NC(=O)OCc2ccccc2)/C(=C/[C@@H](C)C(=O)N(C)C)c2cccnc2)cc1 (stereo partly drawn),-6%

The results go on.
SMILES,ERK EGF inh
CC(=O)C1=NN(c2ccccc2)C(c2ccc3c(c2)OCO3)N1c1ccccc1 (stereo not drawn),?
O=C(CC1C(=O)NCCN1Cc1ccoc1)NCCCn1ncc2ccccc21 (stereo not drawn),-5%
COc1ccc2nc(N/C(N)=N/C(=S)Nc3ccc(C)c(C)c3)nc(C)c2c1,1%
CC(C)c1nc(SCC(=O)c2c[nH]c3ccccc23)n[nH]1,-5%[57.5 µM]
CC(COc1ccccc1)N1CCC(CO)(Cc2ccccc2)CC1 (stereo not drawn),2%
O=C1CSCN1c1ccc(Cl)cc1,-3%
COC(=O)[C@@H]1CC[C@H](C)[C@@H](c2ccc(C)cc2)N1C(=O)c1ccc(/C=N/O[C@@H](C)CN2CCCCc3nc(C)c(C)cc32)cc1,1%
O=C1CN(S(=O)(=O)c2ccc(Cl)cc2C(F)(F)F)CCN1,-8%
CN(C)S(=O)(=O)c1cccc(C(=O)Nc2cccnc2)c1,14%
O=C1NC(=S)N/C1=C\c1ccc(Oc2ccc(C(F)(F)F)cc2[N+](=O)[O-])c(Cl)c1,-4%[57.5 µM]
Cc1ccc(C(=O)NNC(=O)Cc2csc(-c3csc(C)n3)n2)cc1,-16%[57.5 µM]
S=c1[nH]nc(-c2ccc3ccccc3n2)n1-c1ccccc1,2%
Cc1ccccc1NC(=O)c1ccc([N+](=O)[O-])o1,-2%
CO[C@H]1C=CO[C@@]2(C)Oc3c(C)c(O)c4c(O)c(c(C=NN5CCN(C6CCCC6)CC5)c(O)c4c3C2=O)NC(=O)C(C)=CC=C[C@H](C)[C@H](O)[C@@H](C)[C@@H](O)[C@@H](C)[C@H](OC(C)=O)[C@@H]1C,8.9µM*
CCOC(=O)c1c(NC(=O)C(=O)N/N=C/c2ccc(OCC)cc2)sc2c1CCCCC2,-3%
Cc1ccc([N+](=O)[O-])cc1NC(=O)/C=C/C(=O)O,-8%[57.5 µM]
Cc1ccc2[nH]c3c(c2c1)CN(C(=O)CN1CCCCC1)CC3,10%[57.5 µM]
NC(=O)COC(=O)c1c2c(nc3ccccc13)CCCC2,1%
COC(=O)[C@@H]1C[C@H]2CC[C@H](O)C[C@H]2N1Cc1ccccc1OS(=O)(=O)c1ccc(C)cc1,12%
O=C(OCCOc1ccccc1)c1n[nH]c2ccccc12,5%[57.5 µM]
O=C(NN1C(=O)C2C3C=CC(O3)C2C1=O)c1cccc(Br)c1 (stereo not drawn),-7%
C/C(CC(=O)Nc1ccccn1)=N\NC(=O)c1ccccc1,-1%
CCn1nc(C)c(NC(=O)c2cnn3c(C(F)F)cc(-c4ccccc4)nc23)c1C,-5%
COc1ccc(C2=NN(C(=O)CSc3nnc(C)n3C)C(c3ccco3)C2)cc1 (stereo not drawn),-2%
CC1CC(CC(=O)Nc2nc(-c3ccccc3)cs2)C(=O)O1 (stereo not drawn),0%
COc1ccc(/C(C)=N/NC(=O)c2ccccc2OCc2ccccc2)c(OC)c1,-3%
COc1ccccc1CN1CC2(CCN(C(=O)c3cnccn3)CC2)C1,8%
CC(C)(C(=O)O)c1ccc(C(O)CCCN2CCC(C(O)(c3ccccc3)c3ccccc3)CC2)cc1 (stereo not drawn),6%&5%&17%
COc1ccc(C(NC(C)=O)c2c(O)ccc3ccccc23)cc1OC (stereo not drawn),8%
CCc1noc(C)c1C(=O)Nc1nc(-c2ccc(Cl)cc2Cl)cs1,-11%

Reformatted with each value named: 4 of the compounds above
Structure: COc1ccc2nc(N/C(N)=N/C(=S)Nc3ccc(C)c(C)c3)nc(C)c2c1
  ERK EGF inh = 1%

Structure: CC(C)c1nc(SCC(=O)c2c[nH]c3ccccc23)n[nH]1
  ERK EGF inh = -5%[57.5 µM]

Structure: CC(COc1ccccc1)N1CCC(CO)(Cc2ccccc2)CC1 (stereo not drawn)
  ERK EGF inh = 2%

Structure: O=C1CSCN1c1ccc(Cl)cc1
  ERK EGF inh = -3%

Next structures
SMILES,ERK EGF inh
COc1ccc(Br)cc1C(=O)N/N=C/c1ccc([N+](=O)[O-])cc1,-8%
CCOC(=O)c1c(C)n(C)c2cc([N+](=O)[O-])c(O)c([N+](=O)[O-])c12,-10%[57.5 µM]
COc1cc(-c2nc(CN(C)Cc3nnc(C)o3)c(C)o2)ccc1F,-6%
CC(=O)/C(N=Nc1cc2c(cc1[N+](=O)[O-])OCCO2)=C(\C)O,1%
CC(C)CCNC(=O)c1ccc(C2SCC(=O)N2Cc2ccco2)cc1 (stereo not drawn),2%
COc1ccc([N+](=O)[O-])cc1N(CC(=O)NCC1CCCO1)S(C)(=O)=O (stereo not drawn),0%
Cc1ccc(C(C)C)c(OCc2ccc(C(=O)N/N=C/c3ccc(C(=O)O)cc3)cc2)c1,-17%[57.5 µM]
Cc1ccc(C)c(NC2=NC3(CCCCC3)N=C(N)N2)c1,1%
Cc1sc(NC(=O)CN2CCN(c3ccccn3)CC2)c(C#N)c1C,-9%
NC(=O)/C(=C\c1cccnc1)NC(=O)c1ccccc1,4%
O=C(COc1cccnc1[N+](=O)[O-])NCc1cccs1,0%
COc1ccc2c3c1O[C@H]1C[C@@H](O)C=C[C@@]31CCN(C)C2,-7%[57.5 µM]
O=C(CC1C(=O)NCCN1Cc1c(F)cccc1Cl)NC1CCCC1 (stereo not drawn),-24%
CCCSc1cc(NCCOC(C)=O)c([N+](=O)[O-])c2nonc12,-9%
S=c1[nH]nc(C2CCCCC2)n1Cc1ccccc1,-5%
COc1c(C)oc2cc(O)ccc2c1=O,2%
Cn1nc(CC(=O)NC2CCCCC2)c2ccccc2c1=O,8%
NC(=O)CC(NC(=O)Cc1cccc2ccccc12)c1ccc(NCc2ccc(F)cc2)c([N+](=O)[O-])c1 (stereo not drawn),-9%[57.5 µM]
O=C1COc2ccc(C(=O)COc3ccc([N+](=O)[O-])cc3)cc2N1,-3%[57.5 µM]
CC(C)C[C@H](NC(=O)c1nc[nH]c1C(=O)N1CCN(C(=O)OC(C)(C)C)CC1)C(=O)OCc1ccccc1,-12%[57.5 µM]
Cc1c(Cl)ccc2c(C(=O)NC(C)c3ccncc3)cc(-c3ccncc3)nc12 (stereo not drawn),-6%
Cc1ccc(C(=O)OCC(=O)Nc2ccc(S(N)(=O)=O)cc2)c(O)c1,1%[57.5 µM]
Cc1occc1C(=O)N/N=C/C1=C(N2CCOCC2)C(=C\c2ccc(Cl)cc2Cl)/CC1,1%
Cc1ccc(NC(=O)Nc2cc(C)on2)cc1,-5%
CC(=O)c1ccc(OC(=O)c2cc3ccccc3oc2=O)cc1,-1%
COc1cccc(NC(=O)Nc2ccccc2SC)c1,-14%
Brc1ccc2ncnc(NCc3cccnc3)c2c1,-5%[57.5 µM]
CC[C@H](CO)Nc1nc(Nc2cccc(Cl)c2)c2ncn(C(C)C)c2n1,0%[57.5 µM]
Cc1nn(-c2ccccc2)c(N2CCCC2)c1/C=N/NC(=S)Nc1cc(C(F)(F)F)ccc1Cl,-3%
O=C(CSc1ncnc2nc[nH]c12)c1ccc([N+](=O)[O-])cc1,-5%[57.5 µM]

Continuation:
SMILES,ERK EGF inh
CCOC(=O)c1c(NC(=S)N2CCOCC2)sc2c1CCN(C(=O)OCC)C2,-5%[57.5 µM]
CCOC(=O)CNC(=O)c1ccc(C#CC2(O)CCCCC2)cc1,10%
Cc1c(-n2cc(C(=O)c3cc(F)ccc3O)cc(C#N)c2=O)c(=O)n(-c2ccccc2)n1C,2%
Cc1ccc(C(=O)C[n+]2cc(-c3ccccc3)n3c2CCCCC3)cc1,-10%
CN(c1ccccc1)S(=O)(=O)c1ccc(C(=O)Nc2nnc(C3=COCCO3)o2)cc1,-6%
COc1ccc2[nH]c(C(=O)NCCN3CCOCC3)cc2c1,-7%[57.5 µM]
CCNc1nc(OCC)nc(N2CCC(Cc3ccccc3)CC2)n1,8%
Cc1ccc(-c2nc3c(c(=O)c4ccccc4n3C)c(=O)n2Cc2ccco2)cc1,7%[57.5 µM]
CC1CCN(c2cc(N3CCN(C(=O)c4ccc(F)c(F)c4)CC3)c([N+](=O)[O-])cc2F)CC1,?
CSc1ccc(CN2CCN(C(=O)c3ccc([N+](=O)[O-])cc3)CC2)cc1,0%
Cc1nc(-c2ccccc2)c(Cc2ccccc2O)c(=O)[nH]1,-3%[57.5 µM]
CN(C)c1ccc(C(O)P(=O)(OC2CCCCC2)OC2CCCCC2)cc1 (stereo not drawn),-7%[57.5 µM]
COc1ccc(SCC(=O)Nc2ccccc2Cl)cc1,7%
CCCCc1cc2ccccc2c(OCCN(C)C)n1,-5%[25.7 µM]
Cc1ccc2nc(-c3cc(-c4ccccc4)no3)cn2c1,-4%[57.5 µM]
CCN(CC)S(=O)(=O)c1ccc(N2CCCC2)c(C(=O)OCC(=O)Nc2cc(C)on2)c1,?
CCOc1ccc(NCc2nnc(SCC(=O)Nc3nc(-c4ccccc4)cs3)n2-c2ccccc2)cc1,-1%
O=C(NC(=S)Nc1ccc2oc(=O)ccc2c1)c1cc2ccccc2o1,3%[57.5 µM]
Cc1ccnc(NC2CCCCC2)c1,21%
O=C(Cn1c2[n+](c3ccc(C(F)(F)F)cc31)CCCCC2)Nc1c(F)cccc1F,-6%
Cc1ccc(CN2CCN(Cc3c(C)nn(C(C)C)c3C)CC2CCO)o1 (stereo not drawn),-2%
CC(C)CC(=O)N1CCC(O)(CS(=O)(=O)c2ccc(Cl)c(Cl)c2)CC1,-1%
COc1ccc(C(C)C)cc1S(=O)(=O)N1CCN(c2ccccc2)CC1,1%
CN(C(=O)CCc1nnc(Cc2ccc(-c3ccccc3)cc2)o1)C1CCOCC1,8%
CCC1C/C(=C/c2ccco2)C(=O)/C(=C/c2ccco2)C1 (stereo not drawn),7%
COc1cc(NC(=O)c2cccnc2Sc2ccc(C)c(C)c2)cc(OC)c1OC,0%
COCc1ccc(C(=O)N2CCCC(C(=O)c3cccc(C(F)(F)F)c3)C2)o1 (stereo not drawn),-10%
COc1cc(C(C(=O)NC2CCCCC2)N(C(=O)Cc2c[nH]c3ccccc23)c2ccc(C)cc2)cc(OC)c1OC (stereo not drawn),2%
CCc1ccc(NC(=O)c2cnn3c(C(F)F)cc(C)nc23)cc1,-14%

Screening results deposited in PubChem by National Center for Advancing Translational Sciences (NCATS).
